Compound activity (PubChem)
GLS inh: inhibitors of human glutaminase (GLS); O94925; GLS enzymatic activity, qHTS titration; Potency, µM (titrated, usually from 45.5 µM), without a hit: at the highest dose activity change, negative = inhibition, hits mostly inhibitors; 0.21% of 410,000 active; active = well fitted inhibition curve with a large enough effect
Target sequence (O94925 whole entry, looked up): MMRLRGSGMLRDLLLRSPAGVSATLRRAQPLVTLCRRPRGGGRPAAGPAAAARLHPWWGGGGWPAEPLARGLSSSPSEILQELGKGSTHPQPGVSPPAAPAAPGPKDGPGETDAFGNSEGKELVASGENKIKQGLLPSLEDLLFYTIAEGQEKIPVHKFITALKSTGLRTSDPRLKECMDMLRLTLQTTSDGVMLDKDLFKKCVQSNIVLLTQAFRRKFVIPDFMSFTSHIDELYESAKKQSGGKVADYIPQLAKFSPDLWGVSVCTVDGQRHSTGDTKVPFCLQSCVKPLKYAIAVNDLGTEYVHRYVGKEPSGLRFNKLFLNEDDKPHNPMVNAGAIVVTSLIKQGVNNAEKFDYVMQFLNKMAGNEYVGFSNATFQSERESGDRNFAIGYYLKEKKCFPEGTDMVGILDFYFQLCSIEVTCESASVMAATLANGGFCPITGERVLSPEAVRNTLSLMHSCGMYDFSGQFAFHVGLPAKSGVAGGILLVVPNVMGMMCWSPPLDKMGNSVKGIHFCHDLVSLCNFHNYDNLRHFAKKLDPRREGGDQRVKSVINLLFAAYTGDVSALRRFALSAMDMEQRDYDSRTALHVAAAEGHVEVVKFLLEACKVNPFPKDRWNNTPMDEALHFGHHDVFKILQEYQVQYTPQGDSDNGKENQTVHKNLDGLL
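hKGA in 45 mM KH2PO4 (pH 8.2), 0.02% Tween-20 with compound, then 1mM L-Glutamine (stock as added) plus glutamate oxidase/HRP/Amplex red coupling mix. Fluorescence read initially and after 30 min at RT; signal change reflects glutamate formation.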
The depositor's hits bear a star; [ ] = remark or other dose. % is set by controls: 0 for no effect and ±100 for the full control effect; potency is the fitted concentration of half-maximal effect. A portion of the library, so the mix of outcomes need not match the whole.

SMILES	GLS inh
OC[C@@H]1CN(CCN2CCOCC2)C[C@H](n2cnc3c(NC4CCCC4)ncnc32)O1	-7%
CC1(C(=O)NS(=O)(=O)c2cccc(OC(F)F)c2)CCN1C(=O)Cc1ccsc1 (configuration not stated)	3%
OC[C@@H]1CN(CCc2ccccc2)C[C@H](n2cnc3c(NCc4ccc(F)cc4)ncnc32)O1	21%
COc1ccc(OC)c(NC(=O)C2(C)CCN2Cc2ccc(SC)cc2)c1 (configuration not stated)	10%
COc1ccc(-c2ccc3nncn3c2)cn1	3%
CC(=O)c1ccc(-c2cnc3c(NC=O)cc(-c4cccc(C(=O)N(C)C)c4)cn23)cc1	-4%
Cc1cc2nc(C(C)(C)C)c(Cc3ccccc3C(F)(F)F)n2c(C)c1Br	-4%
CC[C@@H]1Cc2[nH][nH]c(=O)c2[C@H](c2ccc(Cl)cc2)O1	0%
CCCNC(=O)C1(C)CCN(C(=O)c2cc(F)cc(F)c2)C1 (configuration not stated)	3%
O=C(N1CCOCC1)C12OC3CC(CC(C3)O1)O2	3%

Pulled by compound from above (2):
SMILES	GLS inh
COc1ccc(OC)c(NC(=O)C2(C)CCN2Cc2ccc(SC)cc2)c1 (configuration not stated)	10%
CC[C@@H]1Cc2[nH][nH]c(=O)c2[C@H](c2ccc(Cl)cc2)O1	0%

Following part
SMILES	GLS inh
CC1(C)OC(=O)C2=C(C[C@@H](C3CCCCC3)O[C@H]2c2ccc(F)cc2)O1	2%
Cc1nc(NC(=O)C(C)(C)C)sc1C(=O)Cn1cc(CCCC#N)nn1	-20%
CC(=O)Nc1ccc(NC(=O)C2(C)Cc3c(-c4cccc(C(N)=O)c4)ccnc3O2)cc1 (configuration not stated)	1%
O=C(Nc1ccc2c(c1)OCCO2)C1c2ccccc2OCC(=O)N1CCCN1CCOCC1 (configuration not stated)	3%
CCCS(=O)(=O)NC(=O)C1(C)CCN(C(=O)C2(c3ccc(Cl)cc3)CCCC2)C1 (configuration not stated)	-11%
Cc1ccc2cc(NC(=O)C3(C)CCN3C(C)C)ccc2n1 (configuration not stated)	6%
Cc1cc(Br)cn2c(Cc3ccccc3)c(-c3ccccc3)nc12	-18%
CCCCN(C=O)c1c(CC)nc2c(OCC3CCCCC3)cccn12	-4%
COc1ccc(CC(N)c2csc(NC(=O)Nc3ccccc3Cc3ccccc3)n2)cc1 (configuration not stated)	14%
CCCCC[C@H](C)N1C[C@@H](COCc2ccccc2)Oc2cc(N3CCC[C@@H]3COC)ccc2S1(=O)=O	-7%

Rewritten bar-delimited: entries from further up
canonical_smiles | GLS inh
O=C(N1CCOCC1)C12OC3CC(CC(C3)O1)O2 | 3%
CCCCN(C=O)c1c(CC)nc2c(OCC3CCCCC3)cccn12 | -4%
CCCCC[C@H](C)N1C[C@@H](COCc2ccccc2)Oc2cc(N3CCC[C@@H]3COC)ccc2S1(=O)=O | -7%
CC(=O)Nc1ccc(NC(=O)C2(C)Cc3c(-c4cccc(C(N)=O)c4)ccnc3O2)cc1 (configuration not stated) | 1%
Cc1ccc2cc(NC(=O)C3(C)CCN3C(C)C)ccc2n1 (configuration not stated) | 6%
CCCS(=O)(=O)NC(=O)C1(C)CCN(C(=O)C2(c3ccc(Cl)cc3)CCCC2)C1 (configuration not stated) | -11%
COc1ccc(CC(N)c2csc(NC(=O)Nc3ccccc3Cc3ccccc3)n2)cc1 (configuration not stated) | 14%

Continued.
SMILES	GLS inh
CCc1nc2ccc(C(=O)NCCc3ccccn3)cn2c1N(C)Cc1cccs1	3%
CCc1nc2c(OC)cccn2c1N(C)C(=O)c1ccccc1F	-4%
CC(=O)OC[C@@H]1CN(Cc2cccc(C(F)(F)F)c2)C[C@H](n2cnc3c(NCc4ccco4)ncnc32)O1	-16%
COC(=O)c1ccc2c(c1)S(=O)(=O)NC2C (configuration not stated)	8%
CC(C)NC(=O)N(C)C[C@@H]1OCCCC[C@@H](C)Oc2ccc(NC(=O)Nc3ccc(F)cc3)cc2C(=O)N([C@H](C)CO)C[C@@H]1C	0%
O=C(NCc1cccnc1)c1cc(C2CCCN(S(=O)(=O)c3ccccc3)C2)on1 (configuration not stated)	3%
CCOC(=O)N(C)c1c(CC)nc2c(OCc3cc(Cl)cc(Cl)c3)cccn12	-9%
Cc1ccc(F)c(S(=O)(=O)NC(=O)C2(C)CCN2C(=O)CC2CCCCC2)c1 (configuration not stated)	3%
CC(C)c1ccc(CN2CCC2(C)C(=O)Nc2ccc3c(c2)OCO3)cc1 (configuration not stated)	4%
COC(=O)C1=C(C)NC(C)=C(C(=O)O[C@H]2CCN(Cc3ccccc3)C2)C1c1cccc([N+](=O)[O-])c1 (some centres not stated)	15%
CCc1nc2c(OCc3cccc(Cl)c3)cccn2c1N(C)C(=O)Nc1ccccc1OC	0%
COC(=O)[C@H](Cc1ccccc1)NC(=O)/C=C/[C@H]1O[C@@H](n2ccc(=O)[nH]c2=O)[C@H](O)[C@@H]1O	1%
CC1(Cc2cc(Cl)ccc2C(F)(F)F)C(=O)Nc2ccc(S(=O)(=O)NC3CCCCC3)cc21 (configuration not stated)	4%
CCCC(=O)Nc1c(-c2ccccc2)[nH][nH]c1=O	18%
Cc1ccc(C(=O)c2cc(O)c(O)c([N+](=O)[O-])c2)cc1	17%
N=C1N=C(N)c2cc3ccccc3cc21	-4%[99.4 µM]
CC(=O)Nc1cccc(-c2csc(C(O)c3ccccc3)n2)c1 (configuration not stated)	5%
CCCNC(=O)C1(C)CCCN(C(=O)Cc2ccc(OC)cc2)C1 (configuration not stated)	4%
OC(Cc1ccccc1)c1ncc(-c2ccc3ccccc3c2)[nH]1 (configuration not stated)	-3%
CCNC(=O)C1(C)CCCN(CC(=O)c2ccccc2OC)C1 (configuration not stated)	-1%
O=C(Nc1ccc(Cl)cc1)c1csc([C@H]2C[C@H](O)[C@@H](CO)O2)n1	-1%
CCOC(=O)C1(C)CCN1C(=O)c1cccnc1Oc1ccccc1 (configuration not stated)	-1%
Cc1cc(Br)cn2c(Cc3ccccc3)c(-c3ccc(Cl)cc3)nc12	-27%
NC(COCc1ccccc1)c1csc(Nc2ccc(C(=O)NCCO)cc2)n1 (configuration not stated)	5%
CC1(Cc2ccccc2C#N)C(=O)Nc2ccc(-c3ccc4[nH]ccc4c3)cc21 (configuration not stated)	-3%
Cc1cc2nc(C(C)(C)C)c(Cc3ccccc3)n2c(C)c1Br	1%
C[C@@H](c1ccccc1)N1C[C@@H](COCc2ccccc2)Oc2cc(N3CCC[C@@H]3CO)ccc2S1(=O)=O	7%
CC(C)C[C@H]1CN(CCCC[C@H]2CNC(=O)C(=O)N2CCc2ccc(O)cc2)C(=O)C(=O)N1CCc1ccccc1	-7%
NC(COCc1ccccc1)c1csc(Nc2ccc(C(F)(F)F)cn2)n1 (configuration not stated)	10%
CCCCCCCN(CC)CCCC(O)c1ccc(NS(C)(=O)=O)cc1 (configuration not stated)	30%

Reformatted with values ahead of the structure: 3 of the compounds above
GLS inh	SMILES
1%	Cc1cc2nc(C(C)(C)C)c(Cc3ccccc3)n2c(C)c1Br
-1%	CCOC(=O)C1(C)CCN1C(=O)c1cccnc1Oc1ccccc1 (configuration not stated)
5%	NC(COCc1ccccc1)c1csc(Nc2ccc(C(=O)NCCO)cc2)n1 (configuration not stated)

The list goes on:
SMILES	GLS inh
Clc1ccc(-c2nc3c4ccccc4ccn3c2Cc2ccsc2)cc1	-8%
Cc1ccsc1C(=O)N1CCC1(C)C(=O)NCCC#N (configuration not stated)	-1%
CC(=O)NCCNc1nc2cc(-c3ccccc3C)sc2c(=O)n1C	3%
COc1cccc(C2=Cc3ccc(F)cc3C(CC(C)=O)N2c2ccc(-c3cc(OC)c(OC)c(OC)c3)cc2)c1 (configuration not stated)	-15%
COc1ccc(C(C)(NC(C)=O)c2nc(-c3cccc(F)c3)cs2)cc1 (configuration not stated)	2%
Cc1ccc(CN2C(=O)C(F)(F)Oc3ccc(C)cc32)cc1	-11%
Cc1c(C(=O)NCc2ccccn2)sc(=O)n1Cc1ccc(-c2ccccc2)cc1	-22%
CCCc1nc2c(C)cc(Br)cn2c1Cc1ccccc1C(F)(F)F	-1%
C[C@@H](c1ccccc1)N1C[C@H](COCc2ccccc2)Oc2cc(N3CC[C@H](N(C)C)C3)ccc2S1(=O)=O	4%
CC(C)C[C@H]1CNC(=S)N1C[C@H]1CCCN1C[C@H](CC(C)C)N1C[C@H](Cc2ccc(O)cc2)N(CCc2ccccc2)C1=S	6%
C=CCNc1nc(NCCCN2CCCC2=O)c2sc(-c3ccccc3)cc2n1	3%
CCOC1=C2CN(S(=O)(=O)c3ccc(C)cc3)[C@H](c3cccs3)C[C@H]2n2c(=O)n(-c3ccccc3)c(=O)n2C1	-2%
CC(=O)OC[C@@H]1CN(Cc2ccccc2)C[C@H](n2cnc3c(N4CCCC4)ncnc32)O1	-6%
O=c1[nH]c2ccccc2nc1-c1nnnn1Cc1ccccc1	2%
COc1ccccc1CNC(=O)C1(C)CCN1Cc1ccc2ccccc2c1 (configuration not stated)	2%
O=C(NCc1cc(Cl)cc(Cl)c1)c1ccc2nc([C@H]3C[C@H](O)[C@@H](CO)O3)[nH]c2c1	11%
CC(C)NC(=O)c1cc(C2CCCCN2C(=O)c2ccc(C(C)C)cc2)on1 (configuration not stated)	4%
O=S1(=O)CC(N2CCCCC2)CN1Cc1ccc(F)cc1 (configuration not stated)	-6%
Cc1cccc(S(=O)(=O)NC(=O)C2(C)CCN2C(=O)c2sccc2C)c1 (configuration not stated)	8%
CCCN(C)C[C@@H]1OCCCC[C@@H](C)Oc2ccc(NS(=O)(=O)c3ccc(OC)cc3)cc2C(=O)N([C@H](C)CO)C[C@@H]1C	20%
CC1(C(=O)NCc2ccc(F)c(F)c2)Cc2c(-c3ccc4c(c3)OCO4)ccnc2O1 (configuration not stated)	5%
O=C(NC(c1ccccc1)c1ccc2ccccc2n1)C1CCN(Cc2cccc(C(F)(F)F)c2)CC1 (configuration not stated)	2%
COc1ccc(C(C)NC(=O)C2CCN(CCCc3ccccc3)CC2)cc1OC (configuration not stated)	-1%
CCCCNC(=O)C[C@@H]1C[C@@]2(C(=O)OC)CCCCC=C2N(Cc2cccc3ccccc23)C1=O	0%
COc1cc2c(cc1OC)[C@@H](Cc1cc(OC)c(OC)c(OC)c1)[N@+](C)(CCCOC(=O)CC/C=C/CCC(=O)OCCC[N@+]1(C)CCc3cc(OC)c(OC)cc3[C@H]1Cc1cc(OC)c(OC)c(OC)c1)CC2	12%
CCCCNC(=O)C1(C)CCN1C(=O)c1cc(OC)ccc1Br (configuration not stated)	-12%
COCCNC(=O)C1(C)CCN(C(=O)c2ccc3c(c2)C(C)(C)CCC3(C)C)C1 (configuration not stated)	1%
CCS(=O)(=O)NC(=O)C1(C)CCN1C(=O)C1(c2ccc(Cl)cc2)CC1 (configuration not stated)	-7%
CC(C)NC(=O)C1(C)CCN1CCC(=O)c1ccccc1 (configuration not stated)	4%
Cn1ccc2c(-c3cccc(C=O)c3F)cc3c(c21)C1CCC3C1 (configuration not stated)	1%
O=S1(=O)C[C@H](N2CCN(CC3CC3)CC2)[C@@H](COCc2ccccc2)N1	2%
CCCCn1nnnc1C(c1cc2ccccc2o1)N(C)CCc1ccccc1 (configuration not stated)	-17%
CCCCNC(=O)C1(C)CCN1C(=O)c1ccc(C(F)(F)F)nc1C (configuration not stated)	13%
O=C(Nc1ccc2c(c1)OCO2)c1cc(C2CCCCN2S(=O)(=O)c2cccs2)on1 (configuration not stated)	1%
COc1cccc(CNC(=O)[C@@H]2CCCN2C(=O)[C@@H]2CCCN2C(=O)c2ccccc2)c1	3%
CC(C)(C)C1CCSC2=NCCC[C@]2(c2ccccc2)C1 (some centres not stated)	2%
CCCCNC(=O)C1(C)CCN1C(=O)c1cncc(Br)c1 (configuration not stated)	-4%
O=S1(=O)CC(N2CCN(CCO)CC2)CN1Cc1ccc(F)cc1 (configuration not stated)	22%
CCNC(=O)C1(C)CCCN(Cc2cccc3c(OC)cc(C(=O)OCC)cc23)C1 (configuration not stated)	5%
CC(O)(c1ccccc1)c1nc(-c2ccc3c(c2)OCO3)cs1 (configuration not stated)	-15%

Next part; it opens with the 2 that closed the last part.
SMILES	GLS inh
CCNC(=O)C1(C)CCCN(Cc2cccc3c(OC)cc(C(=O)OCC)cc23)C1 (configuration not stated)	5%
CC(O)(c1ccccc1)c1nc(-c2ccc3c(c2)OCO3)cs1 (configuration not stated)	-15%
CC1(C)OC(=O)C2=C(C[C@@H](CCc3ccccc3)O[C@H]2CCc2cccc(Cl)c2)O1	-15%
O=S1(=O)C[C@@H](N2CCN(CCO)CC2)[C@H](COCc2ccccc2)N1	6%
CN(C)c1cccc(CNC(=O)c2csc([C@H]3C[C@H](O)[C@@H](CO)O3)n2)c1	39%[activator]
CC1(C(=O)NS(=O)(=O)c2cccc(Cl)c2)CCN1C(=O)Cc1cc(F)ccc1F (configuration not stated)	-2%
COc1cccc(Cn2c3ccc(NC(=O)CC(C)C(F)(F)F)cc3c(=O)n2C)c1 (configuration not stated)	0%
N#CCc1ccc(OCCCN2CCC(C(O)(c3ccccc3)c3ccccc3)CC2)cc1	-15%
COc1ccc(C(C)(O)c2nc(-c3cnc4ccccc4c3)cs2)cc1 (configuration not stated)	-1%
O=C(NCc1ccc(Cl)cc1)c1ccc(-c2ccc(F)c(F)c2)c2ccoc12	2%
O=C(NCc1ccccc1)C1c2ccccc2OCC(=O)N1CCc1c[nH]c2ccccc12 (configuration not stated)	-6%
CC1(C(=O)NS(=O)(=O)Cc2ccccc2C(F)(F)F)CCN1C(=O)Cc1ccccc1 (configuration not stated)	27%
CS(=O)(=O)Nc1ccc(-c2ccc3nccn3c2)cc1	-13%
Fc1ccc(-c2nc3c4ccccc4ccn3c2CC2CCCCC2)cc1	-2%
CC(=O)C[C@H]1[C@H](O[C@H]2[C@H](OC(C)C(=O)N[C@@H](C)C(=O)N[C@H](CCC(=O)N[C@@H](CCCCN)C(=O)N[C@H](C)C(=O)O)C(N)=O)[C@@H](NC(=O)O)C(O)O[C@@H]2CO)O[C@H](CO)[C@@H](O)[C@@H]1O (some centres not stated)	0%
